Screens from PubChem BioAssay.
LMNA splice mod: changes lamin A minigene splicing in HeLa cells | HeLa LMNA splicing GFP/RFP minigene ratio, 48 h | Potency, µM (top dose mostly 46.1 µM), inactives show at the top dose ratio change, negative = inhibition, usual class: inhibitors | 0.01% of 200,000 active | AID 1487; active = well fitted inhibition curve with a large enough effect in the signal ratio, with a control signal flat, not every such curve was filed as active; inconclusive = small, poorly fitted or top-dose-only effect, or effect the other way, or a change in a side signal; the % refers to the signal ratio; also: potency is read from the fitted curve at half-maximal effect; % is scaled to controls: 0 for no effect and ±100 for the full control effect
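S3 HeLa stable clones carrying a lamin A-EGFP splicing minigene plus DsRed2 were seeded at 600 cells/well in Opti-MEM with 2% FBS, pin-dosed and incubated 48 h at 37°C. Acumen cytometry (488 nm) gave the GFP/RFP total-intensity ratio.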
NPSR antag: blocks cAMP signaling of the human neuropeptide S receptor. Q6W5P4. CHO-NPSR cells, cAMP TR-FRET, antagonist mode. 1% of 220,000 active. AID 1461. Potency, µM (series often up to 38.3 µM), inactives show top-dose activity change, negative = inhibition, usual class: inhibitors; also: potency is read from the fitted curve at half-maximal effect; % is scaled to controls: 0 for no effect and ±100 for the full control effect; nearly all actives have a fitted effect of over 50% in size; many of its hits are not listed in these tables
Target sequence (Q6W5P4 whole entry, looked up): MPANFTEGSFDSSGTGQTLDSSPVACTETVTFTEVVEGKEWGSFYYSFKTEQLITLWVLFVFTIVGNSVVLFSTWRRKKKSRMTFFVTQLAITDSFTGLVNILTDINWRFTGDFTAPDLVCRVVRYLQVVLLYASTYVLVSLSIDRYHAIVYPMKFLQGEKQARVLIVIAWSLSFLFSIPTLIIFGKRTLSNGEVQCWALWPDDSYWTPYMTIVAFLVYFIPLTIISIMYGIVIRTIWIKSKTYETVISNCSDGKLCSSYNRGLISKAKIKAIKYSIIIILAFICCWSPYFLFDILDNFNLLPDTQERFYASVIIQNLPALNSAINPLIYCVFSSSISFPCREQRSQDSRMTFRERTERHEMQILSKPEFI
IMPase Li inh: membrane-permeable IMPase blocker, potentiated with lithium; CHO-M1 cells, IP1 TR-FRET (IP-One), carbachol + lithium; Potency, µM (titrated, usually from 59.4 µM), for inactives: at the highest dose activity, negative = IMPase inhibition, actives largely listed as inhibitors; 0.35% of 210,000 active;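 also: IP1 builds up when IMPase is blocked and the TR-FRET signal falls; potency is read from the fitted curve at half-maximal effect; plate controls were basal vehicle for no effect and high inhibitor control for full effect; nearly all actives have a fitted effect of over 50% in size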
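Concentration–response in CHO-M1 cells, lithium-potentiated; 30 min at 37C. IP1 detected by competitive TR-FRET after 10 min lysis at RT. Hill-fitted AC50.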
HttQ103 aggreg: inhibitors of mutant huntingtin aggregate formation in PC12 cells; AID 1688; Potency, µM (top dose mostly 46.1 µM), without a hit: at the highest dose activity change, negative = inhibition, actives largely listed as inhibitors; 1.1% of 220,000 active; PC12 HttQ103-GFP aggregates, Acumen cytometry, 40 h; also: potency is read from the fitted curve at half-maximal effect; % is scaled to controls: 0 for no effect and ±100 for the full control effect; nearly all actives have a fitted effect of over 60% in size
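Steps: seed 1500 PC12 HTTQ103-GFP cells/well; add tebufenozide, 100 nM final; add compound titration; add ATPLite reagent; quantify GFP aggregates by laser scanning cytometry.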
Epigenetic reg: epigenetic control regulation, reporter derepression; 0.2% of 280,000 active; Potency, µM (highest dose often 53.9 µM), for the others: at the highest dose GFP activation, usual class: activators; murine LDR cells, GFP reporter derepression, 30 h; also: potency is read from the fitted curve at half-maximal effect; % of control where 0% means no effect; nearly all actives have a fitted effect of over 60% in size
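GFP-positive cell count by laser-scanning cytometry (objects 20–120 um) after 30 h, 37 C compound exposure of murine LDR cells; reporter is CMV-GFP integrated at a silenced locus, inducible by HDAC or DNMT inhibitors.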
CBFb-RUNX1 inh: inhibitors of human CBF-beta and RUNX1 interaction; AlphaScreen CBFb-His/RUNX1-biotin binding, biochemical; 230,000 tested, under 10 active; Potency, µM (doses to about 59.8 µM), for inactives: at the highest dose activity, negative = inhibition, actives largely listed as inhibitors; AID 1477; Q01196+Q13951; also: % of control where 0% means no effect
Target sequence (Q01196 whole entry, looked up): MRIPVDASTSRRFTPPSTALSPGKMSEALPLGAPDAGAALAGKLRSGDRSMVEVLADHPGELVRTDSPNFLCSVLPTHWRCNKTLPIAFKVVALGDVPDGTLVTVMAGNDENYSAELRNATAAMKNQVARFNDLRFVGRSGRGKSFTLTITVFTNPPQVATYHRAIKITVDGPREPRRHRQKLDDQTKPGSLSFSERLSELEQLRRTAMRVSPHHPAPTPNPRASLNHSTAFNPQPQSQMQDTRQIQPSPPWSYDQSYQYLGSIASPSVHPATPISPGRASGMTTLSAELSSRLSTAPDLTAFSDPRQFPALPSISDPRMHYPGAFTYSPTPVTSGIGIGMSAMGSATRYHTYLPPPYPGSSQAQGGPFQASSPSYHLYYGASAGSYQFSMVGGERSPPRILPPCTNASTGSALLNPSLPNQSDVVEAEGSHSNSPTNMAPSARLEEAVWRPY
Target sequence (Q13951 whole entry, looked up): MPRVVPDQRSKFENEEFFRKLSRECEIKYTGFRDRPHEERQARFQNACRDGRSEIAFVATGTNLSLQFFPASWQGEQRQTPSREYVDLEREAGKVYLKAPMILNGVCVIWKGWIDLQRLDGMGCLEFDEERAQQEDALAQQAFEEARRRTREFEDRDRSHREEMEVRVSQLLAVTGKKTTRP
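AlphaScreen proximity signal reports loss of binding between His-tagged CBF-beta and biotin-labelled RUNX1, each at 30 nM. Proteins are pre-associated for 20 minutes, compounds added for 15 minutes, then beads for 90 minutes, all at ambient temperature.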
KinaseGlo FLuc: counter-screen: inhibitors of Kinase-Glo firefly luciferase | Potency, µM (top dose mostly 38.3 µM), inactives show at the top dose activity change, negative = inhibition, most hits filed as inhibitors | 0.28% of 200,000 active | Kinase-Glo luciferase, ATP luminescence, 8 min | Q27757; also: potency is read from the fitted curve at half-maximal effect; % is scaled to controls: 0 for no effect and ±100 for the full control effect; nearly all actives have a fitted effect of over 60% in size
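Kinase-Glo luciferase light output from ATP and luciferin was measured with 10 uM ATP, within the enzyme's linear range. Buffer: 50 mM imidazole pH 7.2, 50 mM KCl, 7 mM MgCl2, 0.01% Tween 20, 0.05% BSA; luminescence read after 8 min at ambient temperature.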
* hit, by the source's call; ? = inconclusive; . = not tested or not shown; [ ] = another dose, or the depositor's remark. Unless noted, calls follow the shape of the dose curve; as a rule, active = well fitted curve in the direction sought with a large enough effect; inconclusive = small, poorly fitted or top-dose-only effect, or another doubt; inactive = no such curve, though single readings can be large; an effect the other way counts as inactive or inconclusive. The list is partial. The share of hits here may be higher or lower than overall.

SMILES	LMNA splice mod	NPSR antag	IMPase Li inh	HttQ103 aggreg	Epigenetic reg	CBFb-RUNX1 inh	KinaseGlo FLuc
COc1ccc(C2N(Cc3ccccc3)CCN2Cc2ccccc2)cc1[N+](=O)[O-]	?	-5%	7%	?	-2.0%	15%	0%
CC(=O)NCCc1cc2cc(C)c(C)cc2[nH]c1=O	17%	-2%[46.1 µM]	-4%[38.3 µM]	17%	-0.8%	2%	-3%
COC(=O)c1sccc1NC(=O)CSc1ccccc1NS(=O)(=O)c1ccc(F)cc1	-15%	-28%[46.1 µM]	27%[38.3 µM]	19%	-4.5%	?	5%
Cc1ccc(NC=C(S(=O)(=O)c2ccccc2)S(=O)(=O)c2ccccc2)c(C)c1	19%	-27%[46.1 µM]	12%[38.3 µM]	5%	-1.2%	0%	-4%
Cc1cccc(C2c3[nH]c4ccccc4c3CCN2C(=O)CN2CCOC2=O)n1 (configuration not stated)	15%[46 µM]	8%	4%	-6%[9.22 µM]	3.9%	3%	1%
CC(NC(=O)CNC(=S)N(Cc1cccs1)C1CCCC1)c1ccccc1 (configuration not stated)	?	-33%	15%	-9%	2.7%	2%	3%
c1coc(-c2nn3c(Cn4nnc5ccccc54)nnc3s2)c1	-13%	-2%[46.1 µM]	-9%	4%	-1.2%	6%	2%
O=C(NC1=NCCS1)C1CCCCC1	8%[46 µM]	5%	-5%	-14%	-0.3%	-7%	-4%
C=C1CCN([C@@H](C)C(=O)OCc2ccc(C)cc2)S(=O)(=O)c2ccccc21	.	-49%	.	5%[9.22 µM]	1.1%	2%	.
CCC(C)NC(=O)C1CCCN1S(=O)(=O)c1ccc(Cl)cc1 (configuration not stated)	-3%	-7%	10%	-3%	0.0%	6%	0%
Cc1ccc2cc(S(=O)(=O)NCCCN3CCOCC3)ccc2c1	12%[46 µM]	-27%	6%	-12%[9.22 µM]	-2.0%	7%	-1%
O=C(NC1CCCc2ccccc21)C1CCCN(S(=O)(=O)c2cnc[nH]2)C1 (configuration not stated)	0%	-19%[46.1 µM]	-9%[38.3 µM]	7%	1.4%	-3%	3%
CCOc1ccc2[nH]cc(S(=O)(=O)c3ccc(C)cc3)c(=O)c2c1	.	-17%	7%	-8%	-1.9%	8%	5%
Cn1c(N)c(Sc2ccc(F)cc2)c(=O)n(C)c1=O	-6%[46 µM]	4%	-1%	-8%[9.22 µM]	-0.5%	6%	4%
Cn1c(SCc2ccc([N+](=O)[O-])cc2)nnc1-c1cccnc1	6%[46 µM]	2%	9%	25%	-0.4%	2%	-5%
Cc1c(N2C(=O)c3ccccc3C2(O)c2ccccc2)c(=O)n(-c2ccccc2)n1C (configuration not stated)	.	4%	.	-20%[9.22 µM]	1.1%	5%	.
Cc1cccc(Cn2nc(C)cc2NC(=O)CCCn2ccc([N+](=O)[O-])n2)c1	16%[46 µM]	6%	10%	-5%	-2.6%	-6%	-2%
Cc1ccc2oc(C(Cl)(Cl)Cl)cc(=O)c2c1	-7%	18%[46.1 µM]	8%[38.3 µM]	?	?	1%	0%
S=C(NCc1ccccc1)N1CCc2ccccc2C1	.	-7%	4%	-22%	-1.3%	7%	.
CCCC(c1nnnn1Cc1ccc(F)cc1)N1CCN(C)CC1 (configuration not stated)	.	1%	20%	16%[9.22 µM]	-1.6%	4%	4%

Structures from the list above containing an aryl thioether with sulfur outside any ring, in the order listed:
SMILES	LMNA splice mod	NPSR antag	IMPase Li inh	HttQ103 aggreg	Epigenetic reg	CBFb-RUNX1 inh	KinaseGlo FLuc
COC(=O)c1sccc1NC(=O)CSc1ccccc1NS(=O)(=O)c1ccc(F)cc1	-15%	-28%[46.1 µM]	27%[38.3 µM]	19%	-4.5%	?	5%
Cn1c(N)c(Sc2ccc(F)cc2)c(=O)n(C)c1=O	-6%[46 µM]	4%	-1%	-8%[9.22 µM]	-0.5%	6%	4%
Cn1c(SCc2ccc([N+](=O)[O-])cc2)nnc1-c1cccnc1	6%[46 µM]	2%	9%	25%	-0.4%	2%	-5%

Remaining list, next part:
SMILES	LMNA splice mod	NPSR antag	IMPase Li inh	HttQ103 aggreg	Epigenetic reg	CBFb-RUNX1 inh	KinaseGlo FLuc
Cc1ccc(-n2c(NN)nc3ccccc3c2=O)c(C)c1	?	2%	-6%	19%	-1.0%	-4%	1%
Cc1nc2ccc(NC(=O)c3cccc(C(F)(F)F)c3)cc2o1	-7%	-12%[46.1 µM]	0%	2%	-8.3%	13%	7%
CCc1nc2ccccc2n1CC(=O)Nc1cc(C)on1	.	2%	9%	2%	-1.2%	3%	0%
Fc1ccc(-c2nnc3sc(C4COc5ccccc5O4)nn23)cc1 (configuration not stated)	?	-20%[46.1 µM]	-13%[38.3 µM]	-24%	-0.7%	1%	-2%
O=S(=O)(N/N=C1/CC(c2ccccc2)Oc2ccccc21)c1ccc(Br)cc1 (configuration not stated)	-14%	?	22%[38.3 µM]	-1%[1.84 µM]	1.8%	-2%	3%
CCOC(=O)N1CCN(S(=O)(=O)c2ccc(C(=O)Nc3nc4ccc(F)cc4s3)cc2)CC1	?	-14%[46.1 µM]	0%[38.3 µM]	-30%	0.8%	2%	-2%
CC1CCc2c(sc(NC(=O)c3ccc(-c4ccccc4[N+](=O)[O-])o3)c2C#N)C1 (configuration not stated)	27%	-14%[46.1 µM]	6%[38.3 µM]	-5%	2.6%	4%	-4%
C#CCOC(=O)c1ccc(-n2cncn2)nc1	12%	-3%[46.1 µM]	-5%[38.3 µM]	-5%	-1.7%	6%	-4%
CN(C)S(=O)(=O)c1ccc(C(=O)Nc2nnc(Cc3ccccc3)s2)cc1	-12%	?	16%[38.3 µM]	-7%	-1.1%	4%	0%
O=S(=O)(c1cccs1)n1cccn1	-1%	-4%[46.1 µM]	19%[38.3 µM]	-18%	1.0%	3%	-1%
O=C(CNc1ccc(F)cc1)N/N=C/C1CC=CCC1 (configuration not stated)	?	8%	4%	19%	2.6%	1%	0%
CC1=CC2C(=O)c3cccc(O)c3C(=O)C2C(O)=C1 (configuration not stated)	.	.	17%	.	0.0%	-16%	2%
Clc1ccc(OCCSc2ncccn2)cc1	9%	5%[46.1 µM]	38%[activator][38.3 µM]	6%	0.0%	7%	-3%
Cc1cc(C(=O)N/N=C/c2ccc(Cl)c([N+](=O)[O-])c2)c(C)n1-c1ccc(F)cc1	8%	-28%	-1%	?	0.0%	-9%	-4%
CCCCC/C=C\C=C\[C@H](O)CCCCCCCC(=O)O	.	.	-5%	.	1.1%	4%	.
CN(CCOC(=O)C1c2ccccc2Oc2ccccc21)C(C)(C)C	4%[0.0737 µM]	1%[46.1 µM]	5%[38.3 µM]	4%	-1.8%	7%	-6%
CN(C)c1ccc(/C=C/C(=O)c2ccc(C(C)(C)C)cc2)cc1[N+](=O)[O-]	?	-14%	9%	-14%	9.0%	-1%	-3%
CCNC(=O)COc1cc(C)c(Cl)c(C)c1	3%	26%[46.1 µM]	24%[38.3 µM]	10%	-1.0%	2%	3%
CC1CCc2cc(F)ccc2N1C(=O)CCC(=O)O (configuration not stated)	-2%	0%[46.1 µM]	-1%	-3%	-2.2%	4%	4%
Cc1nnc(N(C)C(=O)c2ccncc2)s1	?	18%	0%	10%[9.22 µM]	-3.2%	-1%	5%
CCCS(=O)(=O)N1CCC(C(=O)NC2CCC(C)CC2)CC1 (configuration not stated)	-5%	-10%[46.1 µM]	.	14%	-1.1%	-4%	.
Cc1oc(-c2ccc(Cl)cc2)nc1CN1CCC(C(=O)NCc2ccco2)CC1	13%	-5%[46.1 µM]	8%[38.3 µM]	-19%	-1.1%	3%	0%
Cc1c(-n2cc(C(=O)O)c(=O)c3cc(F)c(N4CCCC(O)C4)c(F)c32)c(=O)n(-c2ccccc2)n1C (configuration not stated)	.	17%	0%	-1%	-2.7%	26%	2%
COc1cccc(C(=O)Nc2nnc(-c3ccc(F)cc3)o2)c1	.	-7%	.	11%[9.22 µM]	2.6%	-3%	.
CCOC(=O)c1sc(N2N=C(C)C(N=Nc3cccc(C)c3)C2=O)nc1C (configuration not stated)	.	-12%	.	1%[9.22 µM]	0.1%	-16%	.
CC(C)(C)C1CCc2c(sc(NC(=O)C3CC=CCC3C(=O)O)c2C#N)C1 (configuration not stated)	?	-58%	1%	5%	0.0%	2%	0%
CCCc1cc(=O)[nH]c(SCC(=O)c2[nH]c(C)c(C(=O)OCC)c2C)n1	-3%	10%	-1%	-6%	-1.8%	5%	1%
COc1ccc(CN(C)Cc2nc(Cc3ccccc3Cl)no2)cc1OC	.	25%	18%	-25%	4.4%	8%	0%
COC(=O)C1=C(C)N=C2SC(C)C(=O)N2C1c1cccs1 (configuration not stated)	0%	-18%[7.67 µM]	-14%[38.3 µM]	3%	1.8%	0%	-3%
COC(=O)C1=C(C)NC(=O)C1(Nc1ccc(Cl)cn1)C(F)(F)F (configuration not stated)	-20%	-3%[46.1 µM]	0%[38.3 µM]	0%	-0.8%	-2%	1%
COC(=O)c1sccc1NC(=S)Nc1cc(OC)ccc1OC	?	1%	-8%	-21%	9.6%	-16%	-3%
CCN(CCCNC(=O)c1c(C)cc(=O)oc1C)c1ccccc1	-11%	-12%[46.1 µM]	38%[activator][38.3 µM]	26%	-3.3%	5%	1%
CCNc1nc(NC(C)C)nc(N(C#N)CCOc2ccc(Cl)cc2Cl)n1	-9%	10µM*	35%[activator][38.3 µM]	35µM*	0.9%	-2%	-2%
Cc1ccc(NC(=O)c2nc[nH]c2C(=O)N2CCCCC2)c(C(=O)c2ccccc2)c1	-1%	-16%[46.1 µM]	4%[38.3 µM]	4%	-1.1%	-2%	1%
CC(=O)c1cc2c(cc1NC(=O)c1cnc(C)cn1)OCO2	2%	7%[46.1 µM]	-14%[38.3 µM]	15%	0.0%	4%	2%
CCOCCN1CCN(c2c(CC)c(C)nc3cc(-c4cc(OC)cc(OC)c4)nn23)CC1	?	?	2%	-4%	-0.8%	-1%	7%
CCC1(CC)Nc2ccccc2C(=O)N1c1ccc(OC)cc1	.	2%	.	8%[9.22 µM]	0.1%	9%	.
COc1cc(-c2noc(CCC(=O)Nc3cccnc3)n2)cc(OC)c1OC	3%	-2%[46.1 µM]	.	4%	?	3%	.
O=C1c2ccccc2C(=O)N1CC#CCN1CCN(C(c2ccccc2)c2ccccc2)CC1	-1%	?	50%[activator][38.3 µM]	5%	2.2%	-16%	-3%
